# Assay outcomes as filed in PubChem BioAssay.
# Chronic BCR inh: blocks chronic active B-cell receptor signaling. Potency, µM (series often up to 46.1 µM), without a hit: at the highest dose ratio change, negative = lower green/red ratio, most hits filed as inhibitors. ABC-DLBCL IkBa-CBG/CBR reporter, luminescence ratio, 4 h. 340,000 tested, 0.05% active; active = well fitted inhibition curve with a large enough effect in the signal ratio, with a control signal flat, not every such curve was filed as active; inconclusive = small, poorly fitted or top-dose-only effect, or effect the other way, or a change in a side signal; the % refers to the signal ratio;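 also: plate controls were basal doxycycline-induced cells for no effect and cells given 10 µM MG132 for full effect; MG132 reads +100%, hits lower the ratio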
#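 Cell line TMD8 (human ABC DLBCL), stably expressing tet-inducible CBG68-IkBa fusion and CBR; IMDM/0.5% FBS; cpd up to 46 uM; dox induction, 4 h, 37C/5% CO2; dual luminescence; green/red ratio; MG132 control.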
# Numbers without * were called inactive; ? = inconclusive. Potency is read from the fitted curve at half-maximal effect. This is a subset (hit frequency here may not be typical).
SMILES,Chronic BCR inh
Cc1cccc(C(c2sc3nc(-c4ccco4)nn3c2O)N2CCN(c3ccccc3F)CC2)c1 (stereo not given),-1%
CC(NC(=O)C(=O)Nc1c2c(nn1-c1ccccc1)CSC2)c1ccccc1 (stereo not given),-5%
CCOc1ccc(C2C(=O)N(C3CCCCCC3)CC(=O)N2Cc2ccccc2)cc1OC (stereo not given),-3%
CCOC(=O)c1c(NC(=O)c2ccc(S(=O)(=O)N3CCC(C)CC3)cc2)sc2c1CCN(C)C2,?
CCOc1ccc(-n2cc(-c3ccccc3)c3c(Nc4cccc(F)c4)ncnc32)cc1,0%
O=[N+]([O-])c1ccc(C(c2sc3nc(-c4ccco4)nn3c2O)N2CCN(Cc3ccccc3)CC2)cc1 (stereo not given),-11%
COC(=O)c1ccc(Nc2ncnc3c2cnn3-c2ccccc2)cc1,10%
Cc1ccc(NC(=O)N2CC=C(c3c[nH]c4ccccc34)CC2)cc1Cl,-6%
O=S(=O)(NCC(c1ccco1)N1CCN(c2ccc(F)cc2)CC1)c1cc(F)ccc1F (stereo not given),?
Cn1nnc2c(NCc3ccc(Cl)cc3)ncnc21,?
O=C(Nc1cc(Cl)cc(Cl)c1)c1ccc(F)c(S(=O)(=O)N2CCc3ccccc32)c1,?
COc1cc(NC(=O)CSc2nc3nc(C)c(Cc4ccccc4)c(C)n3n2)cc(OC)c1OC,1%
COCCNC(=O)CSc1nc2cc3c(cc2c(=O)n1CCCCCC(=O)NCc1ccc(OC)cc1)OCO3,2%
O=C(COc1ccc(F)cc1)NC1CC(=O)N(c2ccc3c(c2)OCCO3)C1 (stereo not given),-15%
Cc1ccc(-n2ncc3c(NCCCc4ccccc4)ncnc32)cc1,10%
CCOC(=O)c1ccccc1NC(=O)Cc1c(C(=O)O)c(C)cn1C,-11%
CCc1ccc(OCC2c3cc(OC)c(OC)cc3CCN2C(=O)c2ccc(S(=O)(=O)N3CCCC3)cc2)cc1 (stereo not given),14%
CCOC(=O)c1c(NC(=O)CS(=O)(=O)c2ccc(C)cc2)sc2c1CCC(C)C2 (stereo not given),?
Cc1ccc(-n2ncc3c(NC4CCCCC4)ncnc32)cc1,12%
Cc1ccccc1C(=O)NC1(C(F)(F)F)C(=O)Nc2c1c(=O)[nH]c(=O)n2CCc1ccccc1 (stereo not given),2%
COc1ccc(-c2cc(C(=O)NC(C)c3ccccc3)c3cc(C(C)C)ccc3n2)cc1 (stereo not given),?
Cc1c(CCNC(=O)c2ccc(Br)o2)sc2nc(-c3ccc(F)cc3)nn12,?
Cc1ccc(NC(=O)Nc2nnc(SCC(=O)N3CCC(C)CC3)s2)cc1,12%
CCc1cnc2c(c1SCC(=O)Nc1ccc(C)cc1C)c(=O)n(C)c(=O)n2C,10%
Cc1cccc(CSCc2ccc(C(=O)NCCc3ccccc3)o2)c1,?
# Additional compounds follow:
SMILES,Chronic BCR inh
O=C(Nc1cc(Cl)cc(Cl)c1)c1ccc(F)c(S(=O)(=O)NC2CCCC2)c1,?
Cc1cc2nc(-c3ccc(Cl)cc3)cc(C(F)(F)F)n2n1,10%
Cc1ccc(C)c(CSc2nnc3[nH]c(=O)cc(-c4ccccc4)n23)c1,?
COC(=O)c1ccc2c(=O)n(CCCCCC(=O)N3CCN(c4cccc(C)c4C)CC3)c(=O)[nH]c2c1,?
CCc1ccccc1NC(=O)c1ccc(F)c(S(=O)(=O)N2CCN(c3cccc(Cl)c3)CC2)c1,-2%
CCc1nc2ccc(C(=O)NCc3cccc(Br)c3)cc2nc1CC,18%
CCc1ccc(OC(=O)c2sc3ncn(Cc4cccc(F)c4)c(=O)c3c2C)cc1,11%
CC(=O)c1ccc(S(=O)(=O)N2CCn3cccc3C2c2ccc(C)cc2)cc1 (stereo not given),12%
Cc1ccc(C)c(NC(=O)c2cc(S(=O)(=O)N3CCc4ccccc4C3)ccc2F)c1,2%
O=C(CSc1nc(=O)[nH]c2c1CCC2)NCc1ccc(Cl)cc1,4%
Cc1cc(C)cc(NC(=O)N2CCC(N3CCN(Cc4ccccc4)C(=O)C3=O)CC2)c1,0%
COc1ccc(NC(=O)Cn2c(-c3ccc(F)cc3)cc(C(C)=O)c2C)c(OC)c1,?
CCN(C(=O)c1ccc2c(c1)N(Cc1cccc(Cl)c1)C(=O)c1ccccc1S2=O)c1ccccc1 (stereo not given),18%
Cc1ccc(NC(=O)C2CCN(S(=O)(=O)c3cc(-c4noc(C)n4)ccc3C)CC2)c(C)c1,-1%
Oc1c(C(c2ccccc2)N2CCN(Cc3ccccc3)CC2)sc2nc(-c3ccco3)nn12 (stereo not given),-1%
Cc1ccc(CSc2nnc3[nH]c(=O)cc(C)n23)cc1,?
O=C(NC1CCCCC1)c1ccc2c(c1)N(Cc1cccc(Cl)c1)C(=O)c1ccccc1S2(=O)=O,5%
CCOC(=O)c1cc(-c2ccc(OC)cc2)n(CCC(=O)NC2CCCCC2)c1C,-1%
COc1ccccc1CNC(=O)CSc1nc(=O)[nH]c2c1CCC2,?
O=C(C1CC1)N1CCN(c2nc3ccc(F)cc3s2)CC1,2%
COc1ccc(N2CC(NC(=O)c3ccc4c(c3)OCO4)CC2=O)cc1 (stereo not given),-55%
COCCNC(=O)CSc1c(C)cnc2c1c(=O)n(C)c(=O)n2C,7%
CCc1ccc(S(=O)(=O)NCCc2csc3nc(-c4ccccc4)nn23)s1,?
Cc1nn(S(=O)(=O)c2ccc(Br)cc2)c(C)c1S(=O)(=O)N1CCCCCC1,9%
CCOC(=O)c1c(N)n(-c2ccccc2CC)c2nc3ccccc3nc12,4%

# At a glance, some entries already given:
SMILES,Chronic BCR inh
COc1ccc(N2CC(NC(=O)c3ccc4c(c3)OCO4)CC2=O)cc1 (stereo not given),-55%
COCCNC(=O)CSc1c(C)cnc2c1c(=O)n(C)c(=O)n2C,7%
CCc1ccc(S(=O)(=O)NCCc2csc3nc(-c4ccccc4)nn23)s1,?
Cc1nn(S(=O)(=O)c2ccc(Br)cc2)c(C)c1S(=O)(=O)N1CCCCCC1,9%
CCOC(=O)c1c(N)n(-c2ccccc2CC)c2nc3ccccc3nc12,4%

# (continued)
SMILES,Chronic BCR inh
CCOC(=O)c1ccc(NC(=O)CSc2nc3ccccc3c(=O)n2CCNC(C)=O)cc1,8%
O=C(NC1CC(=O)N(c2ccc(F)cc2)C1)c1cc2ccccc2o1 (stereo not given),?
Cc1nc2c(C(=O)NC(C)c3ccccc3)cnn2c(C)c1Cc1ccccc1 (stereo not given),0%
COc1ccc(-c2nc(CSCC(=O)N3CCN(c4cccc(C)c4C)CC3)c(C)o2)cc1OC,?
O=C(c1cccs1)N(Cc1cccnc1)c1nc2ccc(F)cc2s1,18%
C=Cc1ccc(CN2C(=O)N(c3ccc(C)c(C)c3)S(=O)(=O)c3ccccc32)cc1,?
Cc1cc(C)cc(NC(=O)COc2cccc3c(=O)n(C)ccc23)c1,-3%
CSCCC(NS(=O)(=O)c1ccc2c(c1)oc(=O)n2C)C(=O)N1CCN(c2ccc(F)cc2)CC1 (stereo not given),0%
COc1ccc(N2CC(NC(=O)/C=C\c3ccccc3)CC2=O)cc1 (stereo not given),-2%
Cc1cc(C)c(NC(=O)CSc2nc(=O)[nH]c3c2CCCC3)c(C)c1,6%
COC(=O)c1c(NC(=O)c2cc3nc(-c4ccc(OC)cc4)cc(C(F)(F)F)n3n2)sc2c1CCCC2,0%
COc1ccccc1CNC(=O)C(=O)NCC(c1ccco1)S(=O)(=O)c1ccc(C)cc1 (stereo not given),1%
Cc1cccc(CCNC(=O)c2ccc(CSCc3cccc(Cl)c3)o2)c1,1%
COc1ccccc1CNC(=O)C(=O)NCC(c1ccco1)S(=O)(=O)c1cccs1 (stereo not given),-17%
Fc1ccc(C2=CC(c3ccc(F)cc3)n3c(nc4ccccc43)N2)cc1 (stereo not given),?
COc1ccc(C2C(=O)N(C3CCC(C)CC3)CC(=O)N2C2CCCCC2)cc1OC (stereo not given),-5%
CCOC(=O)c1ccc(NC(=O)c2c(NCc3cc(OC)ccc3OC)sc3c2CCC3)cc1,3%
CCC(C)NC(=O)Cn1ccc2cc(S(=O)(=O)N3CCCCC3)ccc21 (stereo not given),?
CCOC(=O)c1c(NC(=O)CS(=O)(=O)c2ccc(C)cc2)sc2c1CCCCC2,?
COc1ccc(S(=O)(=O)NCCc2csc3nc(-c4ccc(OC)c(OC)c4)nn23)cc1C,-6%
CCOC(=O)c1c(C)[nH]c(C)c1S(=O)(=O)N1CCC(C(=O)N2CCN(c3cccc(C)c3)C(C)C2)CC1 (stereo not given),?
CCOc1ccc(NC(=O)c2c(NCc3cccnc3)sc3c2CCCC3)cc1,?
COC(=O)c1c(NC(=O)c2cc3nc(-c4ccc(Br)cc4)cc(C(F)(F)F)n3n2)sc2c1CCCC2,-2%
CC(C)CCNC(=O)c1c[nH]c2ccc(S(=O)(=O)Nc3cccc(C(F)(F)F)c3)cc2c1=O,26%
Cc1c(C(=O)N(C)C)sc2c1c(=O)n(-c1ccccc1C(F)(F)F)c(=O)n2Cc1cccc(F)c1,-2%
# (cont.)
SMILES,Chronic BCR inh
C=Cc1ccc(CN2C(=O)N(c3cccc(Cl)c3)S(=O)(=O)c3ccccc32)cc1,13%
CCc1nc2ccc(C(=O)NCCc3ccc(OC)cc3OC)cc2nc1CC,-4%
CCC(=O)C1=C(c2ccc(F)cc2)N(C(=O)CC)n2cnnc2S1,?
CCC(=O)N1CCc2cc(Br)cc(S(=O)(=O)NCCc3ccc(C)cc3)c21,?
CCOc1ccc(NS(=O)(=O)c2ccc3[nH]cc(C(=O)N(C)Cc4ccccc4)c(=O)c3c2)cc1,20%
CCCCN(c1ccccc1)c1ncnc2c1cnn2-c1cccc(C)c1,6%
CC(=O)N(Cc1cccnc1)c1nc2c(F)cc(F)cc2s1,0%
CCS(=O)(=O)NCCc1csc2nc(-c3ccc(C)cc3)nn12,16%
O=C(NCc1ccco1)c1ccc2c(c1)N(Cc1ccc(Cl)cc1)C(=O)c1ccccc1S2,?
CCOC(=O)c1c(C)[nH]c(C)c1S(=O)(=O)N1CCCC(C(=O)N2CCN(c3cccc(C)c3C)CC2)C1 (stereo not given),-6%
COc1ccccc1NC(=O)CSC1=Nc2ccccc2C2=NC(CCC(=O)NCCc3ccccc3)C(=O)N12 (stereo not given),?
COc1ccccc1-c1cc(C(=O)NCc2ccccc2)c2c(-c3ccc(C)cc3)[nH]nc2n1,?
CCc1ccc(C(=O)COC(=O)C(Cc2c[nH]c3ccccc23)NC(=O)c2ccc(CC)cc2)cc1 (stereo not given),?
Cc1c(Cl)cccc1NC(=O)CSc1ncccc1C(=O)Oc1ccccc1Cl,?
COc1ccccc1CNC(=O)CCC1N=C2c3ccccc3N=C(SCC(N)=O)N2C1=O (stereo not given),22%
Cc1ccc(C2=NN(CCC(=O)NCCc3cccc(C)c3)C(=O)CC2)cc1,?
Cc1ccccc1CN1C(=O)c2ccccc2S(=O)c2ccc(C(=O)NCc3ccccc3)cc21 (stereo not given),-4%
Cc1cc(=O)[nH]c2nnc(SCc3ccc(F)cc3)n12,5%
CC(C)c1ccc(NC(=O)CSC2=Nc3ccccc3C3=NC(CC(=O)NCc4cccs4)C(=O)N23)cc1 (stereo not given),?
Cc1cc(C)cc(NC(=O)CSc2nc(=O)n(Cc3ccccn3)c3c2CCC3)c1,?
Cc1ccc(-n2ncc3c(NC(C)c4ccccc4)ncnc32)cc1 (stereo not given),-2%
CC(C)c1ccc(N(CC(=O)O)S(=O)(=O)c2ccc3[nH]c(=O)c(=O)[nH]c3c2)cc1,0%
COc1ccc(CNC(=O)CCCCCn2c(=O)[nH]c3ccccc3c2=O)cc1,8%
Cc1ccc(Nc2nc(C)cc(C)n2)c(C(=O)O)c1,4%
O=C(CC1N=C2c3ccccc3N=C(SCc3ccccc3Cl)N2C1=O)NC1CCCCC1 (stereo not given),0%

# Four of these compounds in a different format:
Cc1ccccc1CN1C(=O)c2ccccc2S(=O)c2ccc(C(=O)NCc3ccccc3)cc21 (stereo not given)
  Chronic BCR inh: -4%

Cc1cc(=O)[nH]c2nnc(SCc3ccc(F)cc3)n12
  Chronic BCR inh: 5%

CC(C)c1ccc(NC(=O)CSC2=Nc3ccccc3C3=NC(CC(=O)NCc4cccs4)C(=O)N23)cc1 (stereo not given)
  Chronic BCR inh: ?

Cc1cc(C)cc(NC(=O)CSc2nc(=O)n(Cc3ccccn3)c3c2CCC3)c1
  Chronic BCR inh: ?

# Further records:
SMILES,Chronic BCR inh
Cc1cccc(CC(=O)NCCc2sc3nc(-c4ccc(F)cc4)nn3c2C)c1,10%
CCOc1ccc(C(=O)NCc2ccc3c(c2)CCN3C(=O)c2ccccc2)cc1,4%
CCc1ccc(C2C(C(=O)Nc3ccccc3C)=C(C)Nc3nc(SCc4cccc(OC)c4)nn32)cc1 (stereo not given),-16%
CCCCc1ccc(NC(=O)CSc2nnc3[nH]c(=O)cc(C)n23)cc1,7%
CCOC(=O)c1ccc(NC(=O)c2c(NCc3cc(OC)c(OC)cc3OC)sc3c2CCCC3)cc1,?
Cc1nnc(N2CCC(C(=O)NCc3cccc(Cl)c3)CC2)c2nn(-c3ccccc3)c(C)c12,1%
Cc1cnc2c(c1SCC(=O)Nc1ccc(F)cc1F)c(=O)n(C)c(=O)n2C,8%
COC(=O)c1ccc(OCC2c3cc(OC)c(OC)cc3CCN2C(=O)C(C)C)cc1 (stereo not given),-12%
